Bioassay records (PubChem BioAssay)
Luciferase inh: inhibitors of firefly (Photinus pyralis) luciferase; Potency, µM (series often up to 115 µM), for the others: at the highest dose activity change, negative = inhibition, actives largely listed as inhibitors; purified P. pyralis luciferase, luminescence, biochemical; P08659; 76,000 compounds, 2.5% hits; also: potency is read from the fitted curve at half-maximal effect; nearly all actives have a fitted effect of over 65% in size
Target sequence (P08659 whole entry, looked up): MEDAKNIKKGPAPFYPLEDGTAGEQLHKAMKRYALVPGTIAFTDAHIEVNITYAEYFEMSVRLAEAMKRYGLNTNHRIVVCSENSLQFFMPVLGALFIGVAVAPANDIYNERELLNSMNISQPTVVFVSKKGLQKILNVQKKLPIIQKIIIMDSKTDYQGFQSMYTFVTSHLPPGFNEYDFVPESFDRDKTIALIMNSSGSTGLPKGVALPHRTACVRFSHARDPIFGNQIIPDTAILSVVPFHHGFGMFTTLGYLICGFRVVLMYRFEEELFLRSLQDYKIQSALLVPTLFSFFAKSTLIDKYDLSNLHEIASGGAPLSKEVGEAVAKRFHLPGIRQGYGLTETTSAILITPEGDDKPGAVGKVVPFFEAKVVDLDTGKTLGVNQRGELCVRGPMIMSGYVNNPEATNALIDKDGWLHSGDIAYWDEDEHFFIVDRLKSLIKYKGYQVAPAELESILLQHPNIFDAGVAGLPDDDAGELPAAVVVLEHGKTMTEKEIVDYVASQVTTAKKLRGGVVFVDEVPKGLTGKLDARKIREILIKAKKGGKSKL
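Luminescence read by CCD imaging after purified firefly luciferase (10nM final) was added to substrate buffer holding 10uM D-luciferin and 10uM ATP, pH 7.5, pre-dosed with compound.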
SNCA viab count: cell viability loss counter-screen. HEK-293-SNCA-luc viability, GF-AFC fluorescence, 24 h. Potency, µM (highest dose often 57.1 µM), inactives show at the top dose activity change, negative = cytotoxicity, usual class: cytotoxic. 150,000 compounds, 0.12% hits;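 also: potency is read from the fitted curve at half-maximal effect; 0% = DMSO-treated cells and -100% = medium-only wells without cells; nearly all actives have a fitted effect of over 30% in size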
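Cytotoxicity counterscreen: after 24 h compound treatment of genome-edited SNCA-luciferase HEK-293 cells, live-cell protease substrate GF-AFC read by fluorescence after 30 min; activity scaled between DMSO (0%) and medium-only (-100%), curves Hill-fitted.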
SNCA expr inhib: reduces expression of the alpha-synuclein gene; HEK-293 SNCA-luciferase knock-in, luminescence, 24 h; Potency, µM (titrated, usually from 57.2 µM), for the others: at the highest dose activity change, negative = inhibition, most hits filed as inhibitors; 140,000 compounds, 0.17% hits; AID 1671194;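 also: potency is read from the fitted curve at half-maximal effect; plate controls were DMSO cells for no effect and cell-free wells for full effect; nearly all actives have a fitted effect of over 45% in size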
HEK cytotox: cytotoxic compounds in HEK 293 cells; AID 1345083; Potency, µM (highest dose often 115 µM), without a hit: at the highest dose activity change, negative = cytotoxicity, usual class: inhibitors; HEK 293 viability, ATP luminescence (CellTiter-Glo), 48-72 h; 94,000 compounds, 6.6% hits; also: potency is read from the fitted curve at half-maximal effect; nearly all actives have a fitted effect of over 60% in size
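HEK 293 seeded at 250 cells/well receive compound via pintool. After 48 or 72 hr at 37 degree Celsius, 5% CO2 and 95% humidity, CellTiter-Glo is dispensed and luminescence read following 10 min at room temperature.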
IP6K1 inhibitor: inhibitors of human IP6K1 | AID 1645851 | Q92551 | 140,000 compounds, 0.81% hits | IP6K1 kinase, ADP-Glo luminescence, 2 h; stronger effect = lower value | activity change, % (series mostly up to about 58 µM); in the data active = activity change below about -25%
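ADP-Glo luminescence measures ADP made by human IP6K1 during a 2 h RT reaction with ATP/IP6 (mix at 1.3 mM/130 uM); top library doses 57.5 and 19.1 uM final.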
NIH3T3 tox: NIH 3T3 cell cytotoxicity; NIH 3T3 viability, CellTiter-Glo ATP luminescence, 48-72 h; Potency, µM (titrated, usually from 96.7 µM), for inactives: at the highest dose activity change, negative = cytotoxicity, most hits filed as inhibitors; 94,000 compounds, 4.3% hits; AID 1345082; also: potency is read from the fitted curve at half-maximal effect; nearly all actives have a fitted effect of over 55% in size
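Luminescent ATP readout (CellTiter-Glo, 10 min RT) after 48 or 72 hr compound exposure of NIH 3T3 cells seeded at 400 cells/well in 1536-well format; quantitative HTS.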
GPT2 inhibitor: inhibitors of human GPT2 alanine aminotransferase | Q8TD30 | Recombinant GPT2, coupled pyruvate oxidase/HRP Amplex Red fluorescence | 100,000 compounds, 0.25% hits | AID 1671188 | Potency, µM (doses to about 57.7 µM), for inactives: at the highest dose activity change, negative = inhibition, actives largely listed as inhibitors; also: potency is read from the fitted curve at half-maximal effect; nearly all actives have a fitted effect of over 60% in size; many of its hits are not listed in these tables
Target sequence (Q8TD30 whole entry, looked up): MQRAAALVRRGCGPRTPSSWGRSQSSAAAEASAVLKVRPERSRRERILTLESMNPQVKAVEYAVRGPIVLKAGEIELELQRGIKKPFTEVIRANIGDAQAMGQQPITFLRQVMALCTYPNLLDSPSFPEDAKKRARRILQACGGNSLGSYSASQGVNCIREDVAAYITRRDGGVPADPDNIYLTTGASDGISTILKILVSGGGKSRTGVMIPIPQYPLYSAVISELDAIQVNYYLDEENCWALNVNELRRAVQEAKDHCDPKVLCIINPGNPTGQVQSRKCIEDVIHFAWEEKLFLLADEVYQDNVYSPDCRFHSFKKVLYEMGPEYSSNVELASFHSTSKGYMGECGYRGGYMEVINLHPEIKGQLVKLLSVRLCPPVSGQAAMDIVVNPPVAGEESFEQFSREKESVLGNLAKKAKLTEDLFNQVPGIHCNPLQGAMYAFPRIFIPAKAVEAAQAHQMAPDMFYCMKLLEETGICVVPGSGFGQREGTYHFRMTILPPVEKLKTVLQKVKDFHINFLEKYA
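Fluorescence of coupled pyruvate oxidase/HRP/Amplex Red system (50uM Amplex, 30 min, dark) reports pyruvate formed by GPT2. Enzyme reaction: 10ng/uL GPT2, 2mM L-alanine, 250uM a-KG, 30 min room temperature, pH 7.5; 50uM AOA control.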
Starred values were filed as active, the others as inactive; i = inactive; u = inconclusive; x = not tested or not shown; & = joins results of further samples; ! = not confirmed by another sample; [ ] = dose if it differs, or a comment. Unless noted, calls follow the shape of the dose curve; as a rule, active = well fitted curve in the direction sought with a large enough effect; inconclusive = small, poorly fitted or top-dose-only effect, or another doubt; inactive = no such curve, though single readings can be large; an effect the other way counts as inactive or inconclusive. Unless noted, % is scaled to controls: 0 for no effect and ±100 for the full control effect. Only part of the results is shown; the hit share may differ from the screen's.

SMILES	Luciferase inh	SNCA viab count	SNCA expr inhib	HEK cytotox	IP6K1 inhibitor	NIH3T3 tox	GPT2 inhibitor
C=C1[C@H](OC(C)=O)[C@H]2[C@@H](OC(C)=O)[C@](C)(OC(C)=O)C[C@]2(OC(C)=O)C(=O)[C@H](C)/C=C/C(C)(C)C(=O)[C@H](OC(=O)C(C)CC)[C@H]1OC(C)=O (stereo not given in full)	x	-1.7%[23.9 µM]	x	x	8.8	x	i
Cc1ccc(N2C(=O)CCSC23C(=O)N(Cc2ccccc2)c2ccccc23)cc1F (stereo not given)	x	-21.0%	u	x	-6.1	x	x
CN1CCOc2c(C(=O)NCc3cccnc3)cc(-c3ccccc3O)cc21	1.0%[172 µM]	-16.3%[87.6 µM]	-15.4%[87.6 µM]	-27.0%[172 µM]	-17.8	u	3.2%[88.5 µM]
CCn1cnnc1-c1nn(C)c2c1CN(C(=O)CCC1CCCC1)CC2	5.6%	6.0%	-19.9%	-17.4%	-10.8	-0.4%	i
CC(C)(C)c1ccc(Cn2c(Cc3ccccc3)nc3ccccc32)cc1	x	-12.5%	u	x	-15.6	x	x
CCCS(=O)(=O)N1CCC(CCOC)(NC(=O)C2CC2)CC1	1.4%	-26.6%	u	-0.9%	7.8	-4.6%	i
COc1cc([C@H]2OC[C@]3(OC(C)=O)[C@@H](c4ccc(O[C@@H]5O[C@H](CO)[C@@H](O)[C@H](O)[C@H]5O)c(OC)c4)OC[C@H]23)ccc1O	x	-6.4%[23.9 µM]	x	x	22.6	x	-7.1%[17.1 µM]
O=C(C1CCCN(c2cnn(Cc3ccccc3)c(=O)c2)C1)N1CCN(C2CCCCC2)CC1 (stereo not given)	-10.0%	-7.7%	-9.2%	u	13.8	u	i
CC(C)COc1cc(=O)n2c(c1C(=O)N(C)CCc1ccccn1)CCCCC2	0.0%	6.1%	-13.7%	8.3%	8.3	-14.6%	4.0%
O=C(c1ccccc1F)N1CCN(Cc2ccccc2-c2ccccc2F)CC1	x	-1.1%[12.5 µM]	-6.0%	u	-0.9	u	3.9%
CCOc1ccc(-n2c(=O)c3c4c(sc3n(CC(=O)NC(C)CC)c2=O)CCC4)cc1 (stereo not given)	x	9.5%	2.9%	x	21.5	x	x
NC1CC(c2nnc(COc3ccc4c(c3)CCNCC4)n2C2CC2)C1 (stereo not given)	-4.5%&1.7%	-9.7%&-5.2%	-2.0%&14.2%	17.8µM*!	5.2&3.2	u	-6.1%&-10.0%
COCC(=O)N(C1CCOCC1)C1CCN(C(=O)c2ccc(F)cc2F)CC1	8.5%	6.0%	-24.7%	45.2%[activator]	-12.8	-3.2%	i
Cc1ncsc1CN1CCC2(CC1)CC(CC(=O)NCc1ccncc1)CCO2 (stereo not given)	5.5%	9.9%	-3.1%	11.8%	22.8	i	i
O=C(NCc1ccncc1)c1cc(C2CC2)nc2onc(C3CCNC3)c12 (stereo not given)	x	9.0%	u	-33.6%	10.7	-27.6%	i
O=C(Cn1nc(-c2ccc(F)cc2)ccc1=O)NC1CCCc2c1[nH]c1ccccc21 (stereo not given)	7.1%	5.9%	-21.1%	8.4%	-16.9	-16.9%	3.0%
CC1(C)[C@H](Cc2cc(CN3CCN(c4ccccc4)CC3)on2)C[C@@H]1NC(=O)Nc1ccc(F)cc1	-1.8%	-29.3%	u	u	12.7	u	u
O=C(CSc1ncc(S(=O)(=O)c2ccc(Br)cc2)c(=O)[nH]1)NCc1ccc(Cl)cc1	x	-0.1%	11.6%	x	-2.4	x	x
O=C(N[C@H]1C[C@@H]2OCC[C@H]12)c1ccccc1-c1nc(-c2ccccc2)no1	u	-14.1%	3.8%	-9.2%	-2.9	-28.5%	0.9%
Cc1ccc(S(=O)(=O)N2CCCc3cc(NC(=O)c4ccc(C(F)(F)F)cc4)ccc32)cc1	x	-18.3%	21.8%	x	-11.6	x	x
Cc1cccc(NC(=O)N2CCCC(c3nnnn3C)C2)c1 (stereo not given)	-1.4%	2.2%	-19.6%	0.8%	-21.2	-5.7%	-22.7%
COc1ccc(-c2cc(N3CCCN(C(=O)c4ccc(N(C)C)cc4)CC3)n[nH]2)cc1	-8.9%	-16.6%	2.4%	u	6.6	-15.3%	u
O=[S+]1([O-])NC2(CCN(Cc3ccc(F)cc3)C2)COc2ncccc21 (stereo not given)	x	-2.7%	-30.8%	-4.9%	-7.4	-6.1%	u
Cc1ccc(CNS(=O)(=O)c2ccc3c(c2)CN(C(=O)c2cccnc2)CC3)o1	-0.4%	-1.1%	-18.1%	-3.4%	7.9	-25.6%	2.4%[11.5 µM]
CC(C)C(=O)NC1CCN(c2cnn(Cc3ccccc3)c(=O)c2)CC1	4.5%	-0.8%	-6.4%	-3.4%	4.1	0.1%	i
Cc1ccc(C(=O)NC2CCCN(c3cc(-c4ccccc4)[nH]n3)C2)s1 (stereo not given)	u	-14.8%	59.7%[activator]	u	0.0	u	-3.8%
Cc1ccc(S(=O)(=O)N2CCCC(Cn3cnc4cccnc43)C2)cc1 (stereo not given)	10.9%	-1.2%	27.9%	-13.8%	-7.4	u	i
COc1ccc(Cc2nnc3ccc(C(=O)NCCc4ccc(Cl)cc4)cn23)cc1	x	0.3%	-9.4%	89.1µM*	-12.6	u	i
COc1ccccc1OCc1nc2c(n1Cc1ccccc1)C(=O)N(Cc1ccccc1F)CCN2	-1.1%	-9.2%	-19.3%	u	-3.6	u	-11.4%
COc1cccc(-c2nc(S(=O)(=O)c3ccc(C)cc3)c(N3CCCCCC3)o2)c1	x	3.4%	u	x	5.9	x	x
O=C(Nc1ccc(-c2nnc3n2CCCC3)cc1)c1ccccn1	u	8.5%	19.0%	0.9%	24.4	-18.6%	3.1%
COc1ccc2nc(C[C@@H]3C[C@@H](C(C)C)[C@H](CNC4CCCCC4)C=C3C)[nH]c2c1	-20.9%[172 µM]	u	-23.5%[87.6 µM]	28.2µM*	1.1	22.4µM*	i
COc1ccc(C2(C(=O)N3CCCCCCNC(=O)[C@@H]4CCCC[C@@H]43)CC2)cc1	-10.0%	6.3%	-11.7%	u	-4.5	-14.5%	i
Cc1cc(C)cc(OCC(=O)c2ccc3c(c2)N(CC(=O)NCc2ccccc2)C(=O)CO3)c1	-0.9%	1.0%	-0.6%	-3.8%	-14.3	i	-3.9%
CCOc1ccc(C2NC(=O)N(Cc3noc(C4CCCCC4)n3)C3=C2C(=O)OC3)cc1 (stereo not given)	0.2%	2.9%	-2.1%	u	7.6	u	i
O=C(c1ccc(C(F)(F)F)cc1)N1CC(Oc2ccc(F)cc2F)C1	x	-4.9%	6.5%	-3.1%	-12.0	-0.1%	i
CNC(=O)c1cc(C)nc2onc(C3CCCN(C(=O)c4ccccc4C)C3)c12 (stereo not given)	x	x	x	0.1%	5.5	-8.0%	x
COc1ccc(CCNC(=O)CCc2c(C)nc3cc(-c4ccccc4OC)nn3c2C)c(OC)c1	x	-9.3%	u	x	15.1	x	x
CCOC(=O)C1=C(C)N=C2SC=C(CC(=O)N3CCOCC3)N2C1c1cccc(Cl)c1 (stereo not given)	0.0%	-3.0%	-0.9%	u	11.9	-20.7%	4.4%
Cc1ccc(NC(=O)Cn2c(C)cc3nc4n(c(=O)c32)CCCC4)cc1	0.0%	-7.9%	32.3%[activator]	-2.5%	10.2	-11.2%	i
O=C(c1ccccc1)N1CCC2(CN[S+](=O)([O-])c3cccnc3O2)C1 (stereo not given)	x	2.4%	-1.9%	i	8.3	i	-3.5%
CCOC(=O)C1=CN(CC(=O)NC(C)c2ccccc2)S(=O)(=O)N=C1C (stereo not given)	4.7%	-1.1%	-14.2%	u	-4.5	-16.0%	0.7%
O=C(Nc1ccccc1)Nc1ccc([C@@H](O)[C@H]2COCC(=O)N2CC2CC2)cc1	u	-4.9%[87.6 µM]	-5.9%[87.6 µM]	u	-3.2	u	-14.5%[88.5 µM]
Cc1ccc(-c2ccccc2CN2CCN(C(=O)C3CCCC3)CC2)cc1Cl	x	-1.7%[12.5 µM]	-4.7%	u	3.8	u	i
CCCn1c2ccccc2c2cnn(CC(=O)Nc3ccccc3OC)c(=O)c21	x	u	11.2%	x	-23.5	x	x
Cn1cccc1CN1CCC2(C1)C(=NC1CCCC1)NC(=O)N2c1cc(F)cc(F)c1 (stereo not given)	x	-7.9%	u	-12.2%	1.2	u	3.7%
COc1ccc(OC)c(NC(=O)C(C)n2c(=O)cc(C)c3c(C)nn(-c4ccccc4)c32)c1 (stereo not given)	x	-6.9%	-11.1%	x	0.3	x	x
CN(CC1CCOC1)C(=O)c1ccc(Cl)s1 (stereo not given)	5.8%	5.8%	17.4%	2.3%	22.4	i	i
CCOc1cccc(CN2C[C@@H](COC)[C@H](C(=O)N(C)C)C2)c1	4.4%	6.9%	1.0%	-28.3%	1.9	0.5%	0.2%
COc1ccccc1CNC(=O)c1noc(-c2ccc3c(c2)OCO3)n1	-25.9%	15.6%	87.4%[activator]	u	-5.7	u	i

Continued:
SMILES	Luciferase inh	SNCA viab count	SNCA expr inhib	HEK cytotox	IP6K1 inhibitor	NIH3T3 tox	GPT2 inhibitor
C[S+](=O)([O-])c1ccc(-c2cc(C(=O)N3CCOCC3)nn3cccc23)cc1	x	-14.9%	2.0%	-1.8%	4.7	-5.6%	-14.7%
C/C=C/c1ccc(OC)cc1	x	-26.0%[23.9 µM]	-37.8%[25.6 µM]	x	32.8	x	i
CCC(=O)N1CCc2cc(Br)cc(S(=O)(=O)N3CCC(C(=O)Nc4ccccc4CC)CC3)c21	x	2.9%	-5.4%	x	7.6	x	x
COc1ccc(-c2noc(CC3CCN(C(=O)Cc4ccc(OC)c(Cl)c4)CC3)n2)cc1	5.5%	-0.5%	3.0%	u	8.0	u	-0.5%
COc1cc2c(cc1OC)n(CC(=O)Nc1ccc(C)cc1C)c(=O)n1nc(-c3ccccc3)nc21	x	-1.6%	12.9%	x	10.5	x	x
CCCN1CCCCC12Cc1ccccc1CN(C(=O)CCCC(=O)O)C2 (stereo not given)	x	8.8%	4.2%	i	-14.3	i	i
COc1ccc(OC)c2sc(N(CCCN(C)C)C(=O)c3ccco3)nc12	x	0.6%	35.0%	x	19.3	x	x

Compound profiles, from the list above. Order of screens: Luciferase inh | SNCA viab count | SNCA expr inhib | HEK cytotox | IP6K1 inhibitor | NIH3T3 tox | GPT2 inhibitor
Profile of C[S+](=O)([O-])c1ccc(-c2cc(C(=O)N3CCOCC3)nn3cccc23)cc1 : x | -14.9% | 2.0% | -1.8% | 4.7 | -5.6% | -14.7%
Profile of COc1ccc(-c2noc(CC3CCN(C(=O)Cc4ccc(OC)c(Cl)c4)CC3)n2)cc1 : 5.5% | -0.5% | 3.0% | u | 8.0 | u | -0.5%
Profile of COc1cc2c(cc1OC)n(CC(=O)Nc1ccc(C)cc1C)c(=O)n1nc(-c3ccccc3)nc21 : x | -1.6% | 12.9% | x | 10.5 | x | x
